p53 reactivation: qHTS assay for re-activators of p53 using a Luc reporter | Potency, µM (top dose mostly 92.2 µM), inactives show at the highest dose activity change, positive = activation, actives largely listed as activators | hit rate 0.063% among 320,000 | H1299 p53-A138V BP100-luciferase reporter, luminescence, 24 h; also: potency is read from the fitted curve at half-maximal effect; % of control where 0% means no effect; nearly all actives have a fitted effect of over 45% in size
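p53-null H1299 cells stably carrying temperature-sensitive p53-A138V and a BP100-luciferase reporter were pinned with compounds (4-point, 1:5 series) and held 24 hrs at 37 deg C. Luminescence was read 10 min after detection reagent.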
NPC1 prom act: qHTS Assay for NPC1 Promoter Activators; Huh7 NPC1 promoter luciferase reporter, 24 h; Potency, µM (series often up to 9.22 µM), for inactives: top-dose activation, hits mostly activators; hit rate 2.4% among 320,000; AID 485313, 2010;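 also: potency is read from the fitted curve at half-maximal effect; % of control where 0% means no effect; nearly all actives have a fitted effect of over 60% in size; reporter is driven by a mutant NPC1 promoter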
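Luminescence from an NPC1 promoter-driven luciferase reporter in stably transfected Huh7 cells was measured after 24 h compound treatment at 37 °C, followed by 10 min ambient incubation with luciferase detection reagent.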
RORgamma inh: qHTS for inhibitors of ROR gamma transcriptional activity; Potency, µM (doses to about 53.6 µM), for the others: top-dose activity change, negative = inhibition, actives largely listed as inhibitors; hit rate 5.4% among 310,000; Drosophila S2 Gal4-RORgamma UAS-luciferase reporter, 20 h; Nuclear receptor ROR-gamma (Mus musculus), P51450; also: potency is read from the fitted curve at half-maximal effect; % is scaled to controls: 0 for no effect and ±100 for the full control effect; nearly all actives have a fitted effect of over 60% in size
Target sequence (P51450 whole entry, looked up, the tested form may be a part): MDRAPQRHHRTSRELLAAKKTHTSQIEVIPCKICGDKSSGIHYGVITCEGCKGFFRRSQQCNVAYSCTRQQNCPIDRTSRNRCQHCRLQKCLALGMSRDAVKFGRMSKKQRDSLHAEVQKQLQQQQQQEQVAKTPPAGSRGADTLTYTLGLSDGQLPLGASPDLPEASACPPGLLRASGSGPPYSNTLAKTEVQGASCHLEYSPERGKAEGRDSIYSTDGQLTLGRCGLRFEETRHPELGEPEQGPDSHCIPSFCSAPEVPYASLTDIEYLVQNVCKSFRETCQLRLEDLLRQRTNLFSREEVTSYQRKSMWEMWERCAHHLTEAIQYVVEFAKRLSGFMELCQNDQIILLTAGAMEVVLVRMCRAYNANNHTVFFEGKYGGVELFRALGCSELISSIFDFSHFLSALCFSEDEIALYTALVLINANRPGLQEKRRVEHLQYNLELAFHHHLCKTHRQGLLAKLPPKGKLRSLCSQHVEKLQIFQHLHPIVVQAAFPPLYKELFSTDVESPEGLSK
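Read-out: Photinus luciferase luminescence; inhibitors lower reporter signal. Insect Schneider cells with Gal4-ROR gamma fusion under metallothionein promoter, UAS reporter; 700 uM final copper sulfate induction, 20 hr, ambient temperature.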
Menin-MLL TR inh: qHTS Assay for Inhibitors Targeting the Menin-MLL Interaction in MLL Related Leukemias: Competition With Texas Red Labeled MLL-derived Mutant Peptide; AID 1768, 2009; hit rate 0.23% among 270,000; Menin + Texas Red MLL mutant peptide, fluorescence polarization; Potency, µM (highest dose often 61.6 µM), without a hit: at the highest dose FP activity change, negative = inhibition, most hits filed as inhibitors; O00255; active = well fitted inhibition curve with a large enough effect in the polarisation, with a control signal flat, not every such curve was filed as active; inconclusive = small, poorly fitted or top-dose-only effect, or effect the other way, or a change in a side signal; inactive = no such curve, though single readings can be large or run the other way; the % refers to the polarisation; also: potency is read from the fitted curve at half-maximal effect; % of control where 0% means no effect; many of its hits are not listed in these tables
PKM2 act: qHTS Assay for Activators of Human Muscle isoform 2 Pyruvate Kinase | Pyruvate kinase PKM (Homo sapiens), P14618 | hit rate 0.34% among 260,000 | AID 1631, 2009 | purified PKM2, Kinase-Glo ATP luminescence, activation; response scale: 0% is enzyme alone, no compound | Potency, µM (series often up to 57.5 µM), inactives show top-dose activation, hits mostly activators; also: potency is read from the fitted curve at half-maximal effect; % is scaled to controls: 0 for no effect and ±100 for the full control effect; nearly all actives have a fitted effect of over 55% in size
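Purified hPK-M2 (>95% pure) converted ADP (0.1 mM final) to ATP with 0.5 mM PEP in 50 mM imidazole pH7.2, KCl, MgCl2, Tween 20, BSA; 1 h at room temperature. ATP detected by Kinase-Glo luminescence.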
Rab9 prom act: qHTS Assay for Rab9 Promoter Activators. hit rate 2.8% among 320,000. Huh7 Rab9 promoter-luciferase reporter, luminescence, 24 h. Potency, µM (titrated, usually from 9.22 µM), without a hit: at the top dose activation, negative = inhibition, hits mostly activators; also: potency is read from the fitted curve at half-maximal effect; % of control where 0% means no effect; nearly all actives have a fitted effect of over 60% in size
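Steps: seed 1500 Huh7 Rab9-luc cells per well, rest 2 h at 37 °C; add compound in DMSO; incubate 24 h; add luciferase reagent, 10 min ambient; read luminescence.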
Giardia kill: Small Molecules that selectively kill Giardia lamblia: qHTS | Giardia lamblia trophozoite viability | activity change, % at 7.66 µM, hits read low | hit rate 0.15% among 340,000; in the data active = activity change below about -80%; inconclusive = between about -30% and that limit;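 also: parasites exposed to compound for two days anaerobically before the ATP read; % is scaled to controls: 0 for no effect and ±100 for the full control effect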
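Anaerobic 48 hrs incubation at 37 deg C of 100 trophozoites/well with test compounds; ATPLite 1-Step luminescence, 15-30 min RT, reports cellular ATP as viability.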
BRCA1 expr act: qHTS Assay to Identify Small Molecule Activators of BRCA1 Expression; hit rate 1.1% among 380,000; MCF7-BRCA1-FFLuc reporter, luminescence, 48 h; response scale: scaled: vehicle 0%, 10 µM genistein 100%; AID 624202, 2012; Potency, µM (doses to about 46.1 µM), for the others: at the top dose activation, most hits filed as activators; also: potency is read from the fitted curve at half-maximal effect; nearly all actives have a fitted effect of over 80% in size; some results filed as inactive show a strong effect at the top dose
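Reporter cells (MCF7, BRCA1 promoter-firefly luciferase) received library compounds across a concentration series for 48 h. End-point luminescence was measured and concentration-effect curves derived after normalization.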
FLuc counter: qHTS profiling assay for firefly luciferase inhibitor/activator using purifed enzyme and Km concentrations of substrates (counterscreen for miR-21 project); hit rate 6.9% among 360,000; purified FLuc, Km substrates, luminescence inhibition; Potency, µM (doses to about 57.5 µM), without a hit: top-dose activity change, negative = inhibition, usual class: inhibitors;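 also: potency is read from the fitted curve at half-maximal effect; plate controls were vehicle for no effect and reference inhibitor for full effect; nearly all actives have a fitted effect of over 55% in size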
Target sequence (P08659 whole entry, looked up): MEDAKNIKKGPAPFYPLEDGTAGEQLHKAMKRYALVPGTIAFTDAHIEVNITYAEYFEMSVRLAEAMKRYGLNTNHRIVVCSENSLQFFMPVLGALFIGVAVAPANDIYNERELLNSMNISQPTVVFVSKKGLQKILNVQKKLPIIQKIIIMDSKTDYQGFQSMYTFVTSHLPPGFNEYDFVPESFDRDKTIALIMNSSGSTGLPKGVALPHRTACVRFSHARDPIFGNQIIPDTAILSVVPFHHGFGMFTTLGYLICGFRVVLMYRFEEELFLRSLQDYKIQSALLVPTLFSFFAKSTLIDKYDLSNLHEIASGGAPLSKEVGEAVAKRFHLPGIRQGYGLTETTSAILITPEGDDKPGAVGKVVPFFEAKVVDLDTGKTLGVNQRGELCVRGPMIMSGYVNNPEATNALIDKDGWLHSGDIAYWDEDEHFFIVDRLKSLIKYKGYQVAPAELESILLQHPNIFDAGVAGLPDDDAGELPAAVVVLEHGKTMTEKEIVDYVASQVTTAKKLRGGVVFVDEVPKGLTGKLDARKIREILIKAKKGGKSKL
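Purified P. pyralis luciferase (10nM final) with 10uM D-luciferin and 10uM ATP (Km levels) in 50mM Tris acetate pH 7.5, 10mM Mg acetate, 0.01% Tween-20, 0.05% BSA; qHTS 6-point titration, ~60 µM downward; luminescence read.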
Gal4-VP16 FLuc: VP16 counterscreen qHTS for inhibitors of ROR gamma transcriptional activity; Drosophila S2 Gal4-VP16 UAS-luciferase, luminescence, 20 h; Potency, µM (doses to about 53.6 µM), for inactives: at the top dose activity, negative = inhibition, usual class: inhibitors; hit rate 3.5% among 310,000; AID 2546, 2010;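 also: Gal4-VP16 expression switched on by copper sulfate through the metallothionein promoter; potency is read from the fitted curve at half-maximal effect; % is scaled to controls: 0 for no effect and ±100 for the full control effect; nearly all actives have a fitted effect of over 50% in size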
ELG1 genotoxic: qHTS screen for small molecules that induce genotoxicity in human embryonic kidney (HEK293T) cells expressing luciferase-tagged ELG1; HEK293T ELG1-luciferase reporter, luminescence, 16 h; Potency, µM (highest dose often 46 µM), without a hit: at the top dose activity change, positive = activation, hits mostly activators; hit rate 1.3% among 330,000; also: potency is read from the fitted curve at half-maximal effect; % of control where 0% means no effect; nearly all actives have a fitted effect of over 60% in size
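HEK293T cells expressing luciferase-tagged ELG1 were exposed to compound or DMSO vehicle for 16 hr at 37 °C and 5% CO2. Luciferase activity was then measured with ONE-Glo after 30 min at room temperature.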
An asterisk follows results filed as active; ? = inconclusive; · = no result given; [ ] = remark or other dose. Unless noted, calls follow the shape of the dose curve; as a rule, active = well fitted curve in the direction sought with a large enough effect; inconclusive = small, poorly fitted or top-dose-only effect, or another doubt; inactive = no such curve, though single readings can be large; an effect the other way counts as inactive or inconclusive. An excerpt; the hit share may differ from the screen's.

SMILES	p53 reactivation	NPC1 prom act	RORgamma inh	Menin-MLL TR inh	PKM2 act	Rab9 prom act	Giardia kill	BRCA1 expr act	FLuc counter	Gal4-VP16 FLuc	ELG1 genotoxic
CC(=O)C1=C(c2ccccc2)NC(=O)NC1c1cccs1 (centres undefined)	-2%	-1%	-12%	-9%	2%	3%	-6	-12%	-4%	-9%	-2%
O=C(NCCCN1CCOCC1)c1ccc(NC(=O)C2COc3ccccc3O2)cc1 (centres undefined)	2%	-4%	17%	-7%	-9%	-1%	5	7%	-5%	-8%	0%
CCC(C)c1ccccc1NC(=O)C(C)Sc1n[nH]c(N)n1 (centres undefined)	-7%	-2%	·	·	·	-4%	7	1%	·	·	-6%
CCOc1cc(S(=O)(=O)NC2CCCCC2)ccc1F	3%	-2%	28%	17%	0%	-2%	5	-44%	2%	0%	-6%
CCOC(=O)C1CCN(S(=O)(=O)c2cn(C)cn2)CC1	5%	-1%	-32%	·	0%	3%	-20	-19%	-2%	0%	0%
Cc1ccc(S(=O)(=O)N2C=CC(C(F)(F)F)=NCC2)cc1	-3%	-4%	1%	1%	3%	2%	22	0%	4%	-10%	2%
O=C(O)c1ccccc1SC1CC(=O)N(c2ccc3c(c2)OCO3)C1=O (centres undefined)	1%	0%	3.2µM*	3%	5%	-4%	-2	-2%	?	?	3%
CCC(=O)N1CCN(c2nnc(-c3ccccc3)c3ccccc23)CC1	-1%	-2%	32%	-16%	·	6%	6	-14%	-2%	-2%	-1%
COc1cc(-c2nc3cnccn3c2Nc2ccc(C)cc2)ccc1O	0%	1%	-34%	-2%	-1%	-3%	-8	-43%	-9%	-30%	13µM*
CN(C)S(=O)(=O)c1cccc(NC(=S)N2CCCCC2CO)c1 (centres undefined)	4%	-3%	13%	-3%	0%	1%	-8	9%	1%	0%	-8%
COc1ccc(C(=O)Nc2ccc3nc(N4CCCCC4)cc(C)c3c2)c(OC)c1	-4%	-11%	0%	3%	-5%	-3%	·	·	-4%	4%	-12%
O=C(CN1CCC(NC(=O)c2ccc(Br)cc2)CC1)NCc1cccs1	1%	-1%	-11%	-3%	-5%	-1%	-19	3%	?	3%	-8%
COc1ccc(CN2CN(S(=O)(=O)c3ccccc3)c3nc4ccccc4nc32)cc1	5%	1%	44%	·	1%	-4%	4	?	0%	-16%	11%
CCCNC(=O)c1oc2ccc3c(c2c1C)C(=O)CC(C)(C)O3	?	1.8µM*	5%	·	-8%	1.8µM*	?	?	2.4µM*	-21%	?
CCOc1ccc(OCCC(=O)NNC(=O)c2cc(OC)c(OC)c(OC)c2)cc1	-2%	-4%	·	·	·	2%	2	-2%	-4%	·	1%
CCOC(=O)Cn1c(S(=O)(=O)Cc2cccc(F)c2)nc(-c2ccccc2)c1-c1ccccc1	?	-5%	4%	-14%	-6%	0%	16	-53%	4%	3%	-8%
Cc1cc(C(=O)NC2CCCc3c2cnn3-c2ccc(C(C)(C)C)cc2)n[nH]1 (centres undefined)	2%	-8%	-62%	-20%	·	-13%	-4	-12%	?	?	6%
Cc1c(CNCC(C)c2ccccc2)c(C(=O)O)c(C)n1Cc1ccccc1 (centres undefined)	0%	-1%	5%	-15%	-3%	-5%	1	-13%	3%	-7%	1%
CCOc1ccc2c(c1)C(c1ccc(C)o1)=NNC(c1ccncc1)=N2	6%	-2%	-25%	9%	·	0%	-13	-8%	-2%	0%	0%
CCOC(=O)C(=CNc1ccc2c(c1)CCN2C(C)=O)C(=O)OCC	0%	17%	-4%	·	1%	28%	-7	47%	12µM*	7%	-1%
O=C(O)C1CCN(C(=O)OCc2ccccc2)CC1	?	2µM*	53%	11%	-4%	4.5µM*	-5	68%	11µM*	-1%	1%
O=C(c1cnn2c(C(F)(F)F)cc(-c3ccccc3)nc12)N1CCOCC1	0%	14%	4%	8%	0%	1%	7	-12%	7%	-2%	0%
Cc1ccc(-c2ccc(/C=N/N3C(=O)C4C5C=CC(CC5)C4C3=O)o2)c([N+](=O)[O-])c1 (centres undefined)	18%	1%	27%	-1%	-3%	-2%	-102*	19%	?	-10%	3%
CCc1nc(C)cn1S(=O)(=O)c1ccc(Cl)c(Cl)c1Cl	0%	-1%	?	22%	-7%	-9%	-3	-13%	1%	2%[0.365 µM]	?
Cc1ccccc1NC(=O)C1CCCN1S(=O)(=O)c1cccc2cccnc12 (centres undefined)	-2%	-3%	?	-5%	-1%	-10%	20	-4%	0%	12%	-3%
Cc1ccccc1OC(C)C(=O)Nc1ccc(S(=O)(=O)Nc2nccs2)cc1 (centres undefined)	-4%	2%	?	10%	11%	1%	6	10%	0%	18%	5%
CC(C)OCCCNC(=O)[C@H]1N2C(=O)c3ccccc3C2SC1(C)C (some centres undefined)	-6%	-7%	-1%	-2%	·	-1%	1	-20%	5%	0%	-1%
CCOCCCn1c(SCC(=O)Nc2ccccc2OC)nc2ccccc2c1=O	-29%	2%	?	0%	-3%[11.5 µM]	19%	3	-30%	-1%	-4%	-9%
Cc1cccc(NC(=S)NC2CCCCC2)n1	1%	0%	1µM*	-12%	0%	12%	-10	-2%	-17%	4.5µM*	-1%
COc1cccc(N2CCN(c3cnc4ccccc4n3)CC2)c1	5%	?	?	17%	-6%	1.6µM*	7	2µM*	24µM*	-20%	8%
Cn1c(N)c(C(=O)COC(=O)c2ccc(Br)o2)c(=O)n(C)c1=O	-5%	0%	10%	-2%	-5%	-1%	-2	-1%	1%	-11%	1%
CN1CCC(=NOc2ccc([N+](=O)[O-])cc2)CC1	4%	1.8µM*	-5%	7%	-8%	1.6µM*	?	?	?	-14%	?
CCCn1nc(C(=O)Nc2ccc3nc(C)sc3c2)c2ccccc2c1=O	-14%	3%	?	10%	-1%	1%	0	-7%	?	5%	-1%
COc1ccc(N2CCN(C(=O)COC(=O)COc3ccc(C#N)cc3)CC2)cc1	-2%	-4%	·	·	·	-1%	1	-9%	?	·	-11%
COCc1nnc(NS(=O)(=O)c2ccc(NC(C)=O)cc2)s1	-6%	-4%	22%	-1%	5%	-1%	6	-2%	10%	-1%	1%
CN(CC(=O)Nc1ccc(Cl)c(C(F)(F)F)c1)C(=O)CCc1nc2ccccc2c(=O)[nH]1	-2%	2%	·	·	·	-15%	2	-27%	-1%	·	14%
Oc1ccc(-c2nnc(-c3ccccc3)c(-c3ccccc3)n2)cc1	18%	-1%	-31%	8%	11%	1%	·	·	4%	?	-1%
COc1ccc(Cl)cc1-n1c(=S)sc2c(=O)[nH]c(SCC(=O)NCCC(C)C)nc21	-3%	0%	-3%	?	·	-1%	-27	-21%	-1%	-2%	3%
OCCN=C1CCCc2c1[nH]c1ccc(Br)cc21	10%	-7%	-40%	-2%	-2%	0%	3	-15%	?	?	-3%
CCCOc1ccc(Oc2ccc(S(=O)(=O)N3CCN(C)CC3)cn2)cc1	2%	-2%	·	·	·	-1%	13	-34%	0%	·	?
COc1ccc(CCNC(=O)c2cc(-c3cc(C)c(C)cc3O)n[nH]2)cc1OC	-1%	-7%	?	28%	0%	-9%	0	0%	1%	-29%	4%
COc1ccc([N+](=O)[O-])cc1NC(=O)C1(c2ccc(OC)c(OC)c2)CCOCC1	-5%	-1%	6%	3%	-3%	-1%	-10	-21%	0%	-13%	-1%
Cc1ccc(-c2nc(NCCCO)c3ccccc3n2)cc1	·	-2%	·	24%	-4%	2%	0	-5%	?	·	1%
COc1cccc(-c2nc(NC3CCCC3)c3ccccc3n2)c1O	-2%	-1%	30%	?	·	-3%	-28	-67%	-10%	-5%	-7%
CC(C)(C)C(=O)N1CCN(S(=O)(=O)c2ccc3c(c2)OCCCO3)CC1	4%	-8%	·	·	·	-10%	2	-25%	1%	·	?
CS(=O)(=O)c1nc(-c2cccs2)cc(C(F)(F)F)n1	-31%[inhibitor]	-43%[inhibitor]	2µM*	16%	9%	-38%[inhibitor]	·	·	3%	4.5µM*	-9%

Bioassay records: PubChem BioAssay, National Center for Advancing Translational Sciences (NCATS)
